# Screens from PubChem.
# CHRM1 agonist – human M1 muscarinic receptor agonism; CHO-K1 hM1, Fluo-8 calcium fluorescence, agonist mode; 0% DMSO, 100% acetylcholine EC100; activation, % at 3 µM; 0.33% of 360,000 active; AID 588814;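 active = activation above the run's mean compound activation plus 3 SD, cut at about 16% in these data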;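 also: peak over basal fluorescence ratio within a 140 s kinetic read after compound addition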
# Target sequence (P11229 whole entry, looked up): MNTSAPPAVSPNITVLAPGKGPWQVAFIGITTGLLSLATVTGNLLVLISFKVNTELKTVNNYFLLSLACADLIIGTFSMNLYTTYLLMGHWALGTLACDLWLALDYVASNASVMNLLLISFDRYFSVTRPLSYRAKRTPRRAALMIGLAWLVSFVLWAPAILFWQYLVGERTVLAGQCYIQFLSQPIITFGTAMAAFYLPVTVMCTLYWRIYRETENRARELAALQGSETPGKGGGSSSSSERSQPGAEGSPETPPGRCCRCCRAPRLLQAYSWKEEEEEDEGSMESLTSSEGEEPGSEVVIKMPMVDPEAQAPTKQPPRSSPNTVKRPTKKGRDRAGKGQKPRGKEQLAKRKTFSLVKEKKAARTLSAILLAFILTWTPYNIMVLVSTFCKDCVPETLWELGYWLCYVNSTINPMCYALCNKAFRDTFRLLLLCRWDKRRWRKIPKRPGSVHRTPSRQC
# CHRM5 PAM – CHRM5 positive allosteric modulation; AID 624038; 0.3% of 360,000 active; activation, % at 3 µM; CHO-K1 hM5, Fluo-8 calcium, ACh EC20 PAM; 0% = ACh EC20, 100% = ACh EC100;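 active = activation above the run cutoff, the mean activation of all test compounds plus 3 SD, cut at about 18% in these data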
#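 Assay system – human M5 receptor in CHO-K1 cells · Read-out – % activation, ACh-normalized · Technique – Fluo-8 calcium fluorescence · Dosing – single-point, 3 µM nominal · Incubation – Fluo-8 loading 80 min at 37 °C plus 30 min room temperature · Repeats – singlicate, one well per test compound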
# M5 ag – agonists of human muscarinic M5 receptor (CHRM5). P08912. CHO-K1 hM5 cells, Fluo-8 calcium fluorescence; 0% DMSO wells, 100% maximal acetylcholine response. activation, % at 3 µM. 0.19% of 360,000 active;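 active = activation above the run's mean over test compounds plus 3 SD, cut at about 23% in these data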;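 also: signal is peak over basal fluorescence ratio across the kinetic read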
# CHRM4 agonist – agonists of human muscarinic M4 receptor (CHRM4) | P08173 | CHO-K1 hM4/Gqi5, Fluo-8 calcium fluorescence; vehicle 0%, full acetylcholine response 100% | activation, % at 3 µM | 0.14% of 360,000 active | AID 624127;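 active = activation above the run mean over all test wells plus 3 SD, cut at about 32% in these data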;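 also: peak over basal fluorescence ratio per well then scaled between controls; 0% = DMSO wells and 100% = acetylcholine at EC100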
# CHRM1 antagonist – blocks human M1 muscarinic receptor | P11229 | inhibition, % at 3 µM | AID 588852 | CHO-K1 hM1, Fluo-8 calcium fluorescence, ACh EC80 antagonist | 1.3% of 360,000 active;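 active = percent inhibition above its own plate's cutoff, namely the mean of that plate's compound wells plus 3 SD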;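 also: peak over basal fluorescence ratio during 140 s after agonist addition; 0% = ACh EC80 plus DMSO and 100% = DMSO alone without agonist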
# CHRM5 antagonist – antagonists of human muscarinic M5 receptor (CHRM5) | P08912 | CHO-hM5 cells, Fluo-8 calcium fluorescence, ACh EC80 | inhibition, % at 3 µM | 0.59% of 360,000 active | AID 624040;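 active = inhibition above a per-plate cutoff, the mean of that plate's test compounds plus 3 SD, cut at about 27% in these data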;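 also: 0% = acetylcholine EC80 with DMSO and 100% = DMSO without agonist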
# CHRM1 PAM – human CHRM1 positive allosteric modulation; 0.088% of 360,000 active; activation, % at 3 µM; P11229; CHO-K1 hM1, Fluo-8 calcium fluorescence, ACh EC20; 0% = ACh EC20, 100% = maximal ACh; in the data active = activation above about 19%, passing the limit was not always enough
# TAAR1 ag – agonists of human TAAR1 | Q96RJ0 | CHO RD-HGA16 TAAR1, Fluo-8 calcium fluorescence; vehicle wells 0%, saturating PEA agonist 100% | activation, % at 3 µM | 0.99% of 360,000 active;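 active = activation above the mean activation of all test compounds in the run plus 3 SD, cut at about 38% in these data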
# Target sequence (Q96RJ0 whole entry, looked up): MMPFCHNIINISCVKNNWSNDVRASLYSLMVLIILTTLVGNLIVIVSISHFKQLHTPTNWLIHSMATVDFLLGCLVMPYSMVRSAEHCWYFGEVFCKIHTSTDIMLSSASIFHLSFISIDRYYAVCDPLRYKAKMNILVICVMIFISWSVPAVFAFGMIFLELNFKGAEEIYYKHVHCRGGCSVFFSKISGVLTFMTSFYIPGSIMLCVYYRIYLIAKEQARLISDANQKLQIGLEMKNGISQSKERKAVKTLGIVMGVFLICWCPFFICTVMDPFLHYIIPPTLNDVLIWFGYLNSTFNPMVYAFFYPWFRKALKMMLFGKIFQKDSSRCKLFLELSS
#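 Test system: RD-HGA16 (CHO) cells co-expressing Gα16 and hTAAR1 | Doses: Single dose, 3 µM | Schedule: 17-24 h seeding, 75 min 37 °C dye, 30 min RT | Evaluation: % activation from peak over basal fluorescence ratio, DMSO-to-PEA scaled | Technique: Kinetic Fluo-8 calcium fluorescence | Benchmarks: Low control DMSO, high control PEA (EC100)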
# M4 antag – antagonists of human muscarinic M4 receptor (CHRM4); P08173; CHO-hM4 cells, ACh EC80, Fluo-8 calcium fluorescence; inhibition, % at 3 µM; 0.73% of 360,000 active; AID 624125;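 active = inhibition above its plate's cutoff, the mean inhibition of sample wells plus 3 SD, cut at about 27% in these data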;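 also: 0% = acetylcholine EC80 with DMSO and 100% = DMSO without agonist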
# * = called active by the depositor; nt = no result given.
No.	structure	CHRM1 agonist	CHRM5 PAM	M5 ag	CHRM4 agonist	CHRM1 antagonist	CHRM5 antagonist	CHRM1 PAM	TAAR1 ag	M4 antag
1	Cc1cc(C(=O)N2CCCCCC2)cs1	-6.8	-3.2	-6.2	-0.6	-3.5	5.4	1.2	8.2	9.9
2	C/C(=N\NC(=O)c1c(Cl)c(C)nn1C)c1ccc(NC(=O)COc2ccc(Cl)cc2C)cc1	-4.2	-4.3	-5.3	1.9	8.2	-3.2	-0.7	4.6	-6.3
3	CN1C(=O)N(CC(=O)N2CCN(S(=O)(=O)/C=C/c3ccccc3)CC2)C(=O)C12CCCCC2	-4.7	-1.1	1.7	3.4	-10.8	-0.7	1.1	5.1	0.2
4	Cc1ccc(NC(=O)c2oc3ccccc3c2NC(=O)c2ccc3c(c2)OCO3)cc1	-1.7	-7.0	-1.6	3.0	-5.2	0.5	0.2	12.3	7.8
5	Cc1nnc(NCc2cccc(Cl)c2)c2ccccc12	-8.4	-2.3	-2.8	0.1	-3.5	9.0	2.9	5.2	7.3
6	Cc1ccc(NC(=O)/C=C\C(=O)O)c([N+](=O)[O-])c1	-1.6	-2.6	-0.4	0.8	-10.3	9.4	-2.5	0.7	3.0
7	Cc1ccc(-n2c(SCC(=O)N3Cc4ccccc4CC3C(=O)O)nnc2-c2cccnc2)c(C)c1 (stereo unspecified)	-6.3	-4.3	0.0	1.1	5.9	5.8	-3.9	5.4	-2.0
8	O=S1(=O)CC(N2CCN(Cc3ccccc3F)CC2)CN1Cc1cn(Cc2cccc(Cl)c2)nn1 (stereo unspecified)	nt	-6.2	0.7	6.2	nt	2.6	nt	1.0	-0.5
9	CC1(C)Cc2c(sc3nc(-c4ccccc4Cl)n(N)c(=O)c23)CO1	0.3	-7.1	-1.2	4.3	-6.5	-0.8	3.1	13.8	-5.1
10	O=C(NC(=S)Nc1nc(-c2ccc([N+](=O)[O-])cc2)cs1)c1ccco1	-2.0	9.6	-3.5	1.7	-14.2	-17.2	-0.2	3.1	0.1
11	CC(C)(C)n1nnnc1C(c1ccncc1)N(Cc1ccccc1)Cc1ccco1 (stereo unspecified)	-3.8	-14.0	-10.8	0.0	6.6	-8.1	-1.5	-0.8	-17.0
12	CCOC(=O)C1=CN(Cc2cccc(F)c2)S(=O)(=O)N(CC)C1CCc1ccccc1 (stereo unspecified)	-4.8	1.1	0.7	1.3	-1.1	4.7	0.2	5.0	7.7
13	CNc1ncnc2c1ncn2[C@H]1CN(C2CCCC2)C[C@@H](CO)O1	-0.7	-0.2	7.8	0.8	-11.3	5.3	11.4	2.2	-8.4
14	CCC(C)c1ccc(NC(=O)NCc2cccnc2)cc1 (stereo unspecified)	-2.7	-6.1	-4.1	2.9	-13.6	-2.0	5.7	3.8	-8.5
15	O=C(C1=C[C@H](c2ccc(C(F)(F)F)cc2)C[C@H](OCc2ccc(CO)cc2)O1)N1CCN(Cc2ccc3c(c2)OCO3)CC1	-6.2	4.4	-2.6	3.4	5.6	9.3	-4.3	1.2	-1.6
16	COc1cc2c(cc1OC)C(Cc1ccc(O)cc1)NCC2 (stereo unspecified)	-6.8	9.8	-0.2	1.7	-6.4	5.1	4.6	1.7	9.0
17	CCN(CC)C(=O)c1[nH]cnc1C(=O)NCCCCCNC(=O)OC(C)(C)C	-3.2	-4.3	-0.2	3.3	14.3	11.1	-12.5	2.0	6.2
18	COn1c(SCc2cccnc2)nc2ccccc2c1=O	-1.7	0.4	-0.9	3.0	-5.3	-3.5	5.7	3.6	2.3
19	Cn1c(CNC(=O)c2ccccc2F)nnc1SCc1ccc(Cl)cc1	-4.5	-1.5	-3.1	2.1	1.4	-0.3	-1.4	0.4	-27.6
20	Cc1ccc(OCC(=O)N/N=C/c2cn(C)c3ccccc23)cc1	2.3	-3.0	-0.9	0.7	1.4	3.3	5.2	1.1	0.5
21	CC1CCN(c2ccc3c(c2)S(=O)(=O)c2cccc(C(=O)NCc4ccc(F)cc4)c2C3=O)CC1	-2.4	4.5	0.5	6.6	-4.4	13.7	5.5	21.9	3.4
22	Cc1ccc(SCc2nc3ccccc3[nH]2)cc1	-2.6	-6.0	3.1	5.8	-13.6	-1.2	1.1	0.8	-12.6
23	CCc1ccccc1N(CC(=O)NC1CCCCC1)C(=O)CCCC(=O)Nc1ccccn1	-4.4	-7.3	-1.7	1.1	-14.4	12.5	14.8	3.9	-1.0
24	C/C(=N\NC(=O)c1ccccc1F)c1ccc2c(c1)Nc1ccccc1S2	-3.4	0.6	0.6	8.8	-6.7	-1.2	5.1	3.1	-10.3
25	COc1ccccc1CNC(=O)COc1ccc2c(c1)CCC2	-4.0	2.5	-7.6	-0.1	-16.0	-3.7	8.9	1.0	-13.7
26	CCOC(=O)C(NC(=O)c1ccccc1)=C(C)C	-4.8	-2.7	0.4	1.2	-5.5	6.6	6.3	9.1	4.0
27	Cc1ccc(C(C)C)c(OCC(=O)Nc2ccc(N3CCOCC3)cc2N2CCOCC2)c1	-1.2	10.1	3.1	1.4	9.6	-11.9	-2.4	-0.3	3.1
28	COc1cccc(NC(=O)CCC2CCN(C(=O)c3cccc(NC(C)=O)c3)CC2)c1	-3.1	3.7	-4.5	0.3	-8.4	-7.9	8.5	2.6	7.1
29	CC[C@]12c3[nH]c4ccc(Cl)cc4c3CCN1C(=O)[C@@H](CC(=O)NC/C=C(\C)CCC=C(C)C)C[C@@H]2C(=O)N1CCN(C(=O)c2ccco2)CC1	-8.9	5.3	-1.2	1.9	-3.2	-25.9	0.9	0.3	5.2
30	Cc1ccc2c(c1)N(C(=O)CCC(=O)NCC(C)c1ccccc1)CC(C)O2 (stereo unspecified)	-5.2	-1.8	-0.6	4.5	-6.3	3.8	2.9	0.2	-5.8
31	Cc1cccc[n+]1C1C(c2ccc([N+](=O)[O-])cc2)C(C#N)=C(C(=C=[N-])C#N)NC1(O)C1CC1 (stereo unspecified)	-5.2	3.5	-3.9	0.9	2.0	4.2	-0.5	2.7	-12.2
32	Cc1ccc(NC(=S)N2CCCC2)cc1C	-2.1	-0.2	-4.7	-0.4	-5.5	6.5	3.9	0.7	5.9
33	Cc1ccccc1C(=O)Nc1ccccc1C(=O)NCC(C)C	-4.1	-11.5	-4.0	16.1	12.8	24.7	-2.7	0.1	-0.5
34	O=C(NCc1ccccn1)c1ccc(NC(=O)c2ccco2)cc1	-0.9	-5.0	-0.9	1.8	-15.9	1.1	1.5	10.6	-3.2
35	CC(O)CNCc1cccc2ccccc12 (stereo unspecified)	-2.7	-2.4	-3.6	0.3	-1.6	7.4	8.1	4.4	3.7
36	COCCNC(=O)c1ccc(CSCc2cccc(Cl)c2)o1	-5.3	-2.3	-1.3	1.0	-0.2	7.5	2.2	-0.5	2.9
37	CCN1Cc2ccccc2-c2ccccc2S1(=O)=O	-2.7	-1.4	-0.3	-0.1	-6.2	-4.0	1.4	-0.8	-2.5
38	O=C(Nc1cc(Cl)ccc1N1CCOCC1)c1ccc(N2CCCC2=O)cc1	-2.2	-1.8	1.8	3.1	-0.5	3.9	1.3	2.4	4.7
39	Cc1nc(-c2ccc3c(c2)OCCO3)cs1	-9.4	0.8	-2.9	0.3	-6.8	-4.3	9.4	9.6	5.3
40	CCC(=O)Nc1cc(C(=O)OCC(=O)c2ccccc2Cl)ccc1C	-3.0	-4.3	-0.6	2.2	0.1	3.3	1.0	30.6	5.1
41	CCCCc1ccc(S(=O)(=O)N/N=C(/C)c2ccncc2)cc1	0.9	-6.8	2.1	9.7	7.9	12.7	-1.4	1.4	5.0
42	CC(C)CNC(=O)C1(C)CCCN1C(=O)CSc1ccccc1 (stereo unspecified)	-1.5	0.6	-0.2	0.9	-21.7	-8.1	10.8	-0.3	-2.9
43	CN(c1ccc(OCC(=O)OCc2nnc(-c3ccccc3)o2)cc1)S(=O)(=O)c1ccc(Cl)cc1	-4.0	-0.1	-3.8	3.2	9.3	12.7	-3.4	2.9	-1.3
44	Cc1scc(C(=O)NNC(=S)NCc2ccccc2)c1C	1.2	7.3	1.6	2.5	-11.7	-6.1	15.9	4.3	-5.0
45	CCCCC1Cc2[nH]c(=S)[nH]c(=O)c2C(c2ccc3ccccc3c2)O1 (stereo unspecified)	nt	3.1	2.7	-0.9	nt	0.6	nt	-1.2	0.1
46	CN(C)C(=O)c1cccc(-c2ccc3nncn3c2)c1	-1.3	-2.6	-0.4	0.7	-15.7	3.6	9.0	2.2	0.9
47	Cc1ccc(C(=O)NC(=S)NCCCN2CCOCC2)cc1	-4.1	-8.7	-0.4	0.7	2.6	4.1	6.8	1.3	-0.9
48	COc1ccc(C(=O)C[C@@H]2OC[C@H](C(C)C)N2S(=O)(=O)c2ccc(C)cc2)cc1OC	nt	-1.8	-0.1	3.2	nt	1.6	nt	0.4	-7.2
49	C/C(=N/NC(=O)c1ccccc1)C(=O)O	-10.0	1.1	0.2	1.7	-3.0	-6.3	4.4	2.2	-2.5
50	COC(=O)c1cc(NC(=O)c2ccccc2)c(=O)oc1C/C=N\OCc1ccc(Cl)cc1Cl	-0.4	7.0	-4.1	1.5	-9.5	-1.2	-6.7	3.3	4.5

# Other records follow.
No.	structure	CHRM1 agonist	CHRM5 PAM	M5 ag	CHRM4 agonist	CHRM1 antagonist	CHRM5 antagonist	CHRM1 PAM	TAAR1 ag	M4 antag
51	O=c1c2ccc(Cl)cc2[nH]c(=S)n1CCC1=CCCCC1	-1.0	-1.9	-2.6	-0.1	-11.7	-5.2	5.5	-1.5	-7.7
52	CC(C)(C)[C@@H]1C=C(C(=O)NCc2ccccc2)O[C@H](OCc2ccc(CO)cc2)C1	-3.8	-3.4	-1.4	3.1	3.6	14.2	3.8	13.5	-10.2
53	Cc1nc2ccc(NC(=O)NCCCO)cc2s1	-4.2	-7.2	-3.6	0.2	-4.5	5.5	3.9	2.5	12.6
54	Cc1ccc(CN2CCN(C3CCC3)CC2CCO)cc1 (stereo unspecified)	-6.4	7.9	0.0	3.2	-19.1	-1.1	8.5	2.2	-2.7
55	CCN(CC)C(=O)c1[nH]cnc1C(=O)NCc1ccc(CNC(=O)OC(C)(C)C)cc1	-2.2	-6.7	3.3	4.5	3.3	12.8	0.4	15.9	1.6
56	Cc1[nH]c2ccc(C(=O)NCCN3CCOCC3)cc2c1C	-3.3	-1.1	-6.3	-0.1	-11.9	9.4	11.7	3.3	-0.9
57	CCCCN1C(=O)CCC(C(=O)O)C1c1ccc([N+](=O)[O-])cc1 (stereo unspecified)	-1.1	-0.3	-1.1	4.9	-12.7	9.7	13.7	11.5	-7.2
58	CCCCOc1ccc(C(O)(CCN2CCOCC2)c2ccccc2)cc1 (stereo unspecified)	-9.5	-5.3	-5.8	2.6	15.3	5.0	-17.0	5.9	-7.5
59	C/C(=N/NC(=O)c1ccccc1)C1=C(O)CC(C)(C)CC1=O	-5.3	-4.1	-1.7	1.1	-3.5	7.2	12.1	3.9	-4.4

# Some of the compounds tested (hit frequency here may not be typical).
